MsrA act – bovine MsrA enzyme activators, primary screen, biochemical, absorbance, HTS; 360,000 compounds, 0.3% hits; Methionine sulfoxide reductase A (Bos taurus); activation, % at 10.6 µM; purified bovine MsrA, absorbance read-out; in the data active = activation above about 7.5%;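 also: 0% = vehicle and 100% = reference activator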
PABP1 MLLE inh – inhibitors of PABP1 MLLE–PAM2 peptide binding, primary screen, biochemical, fluorescence polarization, FITC-PAM2, GST-MLLE. inhibition, % at 20 µM. 360,000 compounds, 0.36% hits. AID 588489, 2011; in the data active = inhibition above about 35%, passing the limit was not always enough;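 also: plate controls were DMSO wells with GST-MLLE for no effect and wells lacking GST-MLLE protein for full effect; some results filed as inactive read as strong as hits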
Tb MetRS inh – T. brucei MetRS inhibitors, primary screen, biochemical, luminescence; methionyl-tRNA synthetase (Trypanosoma brucei brucei); purified T. brucei MetRS, ATP depletion, Kinase-Glo luminescence; inhibition, % at 11.9 µM; 360,000 compounds, 0.4% hits; AID 624268, 2012;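 active = inhibition above a per-plate cutoff of the control wells' mean inhibition plus 3 SD, cut at about 5.5% in these data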;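 also: 0% = DMSO wells median and 100% = median of wells with control inhibitor compound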
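Material – parasite MetRS enzyme · Medium – HEPES-MgCl2-KCl buffer plus DTT, spermine, BSA, pyrophosphatase · Reagent – ATP, methionine and E. coli bulk tRNA substrates · Times – 15 min enzyme-compound preincubation, 2 h reaction, 10 min detection, 25 °C · Measured by – luminescence of leftover ATP · Evaluation – percent inhibition relative to median high and low control wells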
CSN deneddyl inh – inhibitors of CSN-mediated cullin deneddylation, primary screen, biochemical, fluorescence polarization, uHTS | COP9 signalosome complex subunit 5 (Homo sapiens), Q92905 | Purified CSN, SCF-Nedd8-OG deneddylation | inhibition, % at 12.5 µM | 360,000 compounds, 0.38% hits | AID 651999, 2013;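 active = pattern-corrected inhibition above about 35%, with an unprinted fluorescence ratio check between 0.5 and 1.5, limit read from the data, passing the limit was not always enough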;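 also: 0% = enzyme with substrate and 100% = substrate without enzyme; some results filed as inactive read as strong as hits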
Target sequence (Q92905 whole entry, looked up, one chain of several): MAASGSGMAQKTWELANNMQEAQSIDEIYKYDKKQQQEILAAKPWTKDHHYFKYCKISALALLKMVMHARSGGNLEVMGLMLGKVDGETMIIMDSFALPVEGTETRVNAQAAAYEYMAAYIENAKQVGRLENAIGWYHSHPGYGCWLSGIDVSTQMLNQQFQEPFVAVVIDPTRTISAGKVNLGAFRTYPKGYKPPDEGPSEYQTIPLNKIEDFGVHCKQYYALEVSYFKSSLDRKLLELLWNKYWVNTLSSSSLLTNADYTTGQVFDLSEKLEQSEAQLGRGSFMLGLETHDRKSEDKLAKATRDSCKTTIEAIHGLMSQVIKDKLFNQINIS
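Detection – fluorescence polarization · System – HEK293T-derived human Csn5 enzyme · Controls – substrate-only high control, full reaction low control · Timing – 90 min, room temperature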
eLon inh – inhibitors of E. coli Lon protease, primary screen, biochemical, fluorescence polarization | inhibition, % at 7.94 µM | purified E. coli Lon protease | 360,000 compounds, 0.42% hits | P0A9M0; in the data active = inhibition above about 13%, passing the limit was not always enough;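 also: 0% = enzyme with probe and DMSO and 100% = no enzyme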
Target sequence (P0A9M0 whole entry, looked up): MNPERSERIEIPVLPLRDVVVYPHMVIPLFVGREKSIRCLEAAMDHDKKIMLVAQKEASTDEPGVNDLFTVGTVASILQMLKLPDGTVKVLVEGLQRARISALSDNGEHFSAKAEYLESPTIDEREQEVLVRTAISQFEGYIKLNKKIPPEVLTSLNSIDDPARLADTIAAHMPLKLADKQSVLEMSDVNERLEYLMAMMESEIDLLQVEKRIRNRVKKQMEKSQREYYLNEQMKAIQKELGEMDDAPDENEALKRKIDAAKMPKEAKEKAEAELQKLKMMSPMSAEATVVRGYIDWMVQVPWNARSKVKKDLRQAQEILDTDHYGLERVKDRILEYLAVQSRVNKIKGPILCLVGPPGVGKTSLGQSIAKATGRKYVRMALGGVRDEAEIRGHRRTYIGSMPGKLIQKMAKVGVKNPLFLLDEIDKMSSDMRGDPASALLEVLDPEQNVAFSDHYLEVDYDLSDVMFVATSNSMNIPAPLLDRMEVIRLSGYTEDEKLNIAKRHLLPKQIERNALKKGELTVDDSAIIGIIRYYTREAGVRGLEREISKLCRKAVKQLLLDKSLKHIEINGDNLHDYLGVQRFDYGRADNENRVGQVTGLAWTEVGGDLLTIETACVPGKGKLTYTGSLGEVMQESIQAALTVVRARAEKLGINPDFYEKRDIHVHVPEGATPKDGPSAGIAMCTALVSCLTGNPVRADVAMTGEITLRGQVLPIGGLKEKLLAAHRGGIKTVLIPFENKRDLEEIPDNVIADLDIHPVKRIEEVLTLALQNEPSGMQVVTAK
MsrA inh – bovine MsrA enzyme inhibitors, primary screen, biochemical, absorbance, HTS; purified bovine MsrA, absorbance read-out; inhibition, % at 15.5 µM; Methionine sulfoxide reductase A (Bos taurus); AID 651718, 2012; 360,000 compounds, 0.75% hits; in the data active = inhibition above about 4.5%;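 also: 0% = vehicle wells with enzyme and 100% = reference inhibitor wells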
FAS TE block – FAS thioesterase domain inhibitors, primary screen, biochemical, fluorescence intensity, uHTS; Fatty acid synthase (Homo sapiens), P49327; recombinant FAS-TE, OMFH fluorogenic substrate, fluorescence endpoint; inhibition, % at 15 µM; 360,000 compounds, 0.67% hits;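 active = compounds whose normalised, plate-corrected inhibition of enzyme fluorescence in the single-dose primary screen is 50% or more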;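 also: 0% = DMSO with enzyme and 100% = substrate without enzyme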
Rin1-Abl PPI inh – inhibitors of Rin1-Abl protein binding, primary screen, biochemical, TR-FRET; inhibition, % at 7.35 µM; 360,000 compounds, 0.4% hits; in the data active = inhibition above about 5%, passing the limit was not always enough
Neddyl block – inhibitors of cullin neddylation, primary screen, biochemical, TR-FRET, uHTS, NAE and Ubc12; NEDD8-conjugating enzyme Ubc12 (Homo sapiens) + NEDD8-activating enzyme E1 regulatory …; calls only at 25 µM; 360,000 compounds, 0.58% hits; AID 651699, 2012; in the data active = inhibition above about 36%
An asterisk follows results filed as active; i = inactive; + = active, no number.

Sample of the layout:
SMILES	MsrA act	PABP1 MLLE inh	Tb MetRS inh	CSN deneddyl inh	eLon inh	MsrA inh	FAS TE block	Rin1-Abl PPI inh	Neddyl block
C/C(CC(=O)Nc1c(C)cc(C)cc1C)=N\NC(=O)c1cnccn1	-1	6	-0.3	1	-5	1.2	-7	0	i
Cc1ccc(S(=O)(=O)N2CCN(C(=O)c3cc4c(C)nn(-c5ccccc5)c4s3)CC2)cc1	0	8	0.1	-12	0	-1.3	62*	1	i
COC(=O)CC1SC(=O)NC1=Nc1ccc(OC)cc1 (stereo not drawn)	-3	0	-0.5	-1	-12	0.7	-7	1	i

All compounds of this part, repeating the preview:
SMILES	MsrA act	PABP1 MLLE inh	Tb MetRS inh	CSN deneddyl inh	eLon inh	MsrA inh	FAS TE block	Rin1-Abl PPI inh	Neddyl block
C/C(CC(=O)Nc1c(C)cc(C)cc1C)=N\NC(=O)c1cnccn1	-1	6	-0.3	1	-5	1.2	-7	0	i
Cc1ccc(S(=O)(=O)N2CCN(C(=O)c3cc4c(C)nn(-c5ccccc5)c4s3)CC2)cc1	0	8	0.1	-12	0	-1.3	62*	1	i
COC(=O)CC1SC(=O)NC1=Nc1ccc(OC)cc1 (stereo not drawn)	-3	0	-0.5	-1	-12	0.7	-7	1	i
COc1cc(NS(=O)(=O)c2ccccc2)ccc1-n1nc(C)cc1C	0	10	-0.2	-3	-3	0.7	-6	-1	i
CCOC(=O)c1ccc2c(c1)N(CC#N)C(=O)C(C)(C)O2	-4	18	-0.1	4	-2	1.1	-1	0	i
Cc1cc(C(C)(C)C)cc(C)c1S(=O)(=O)N1CCN(C(=O)c2cc([N+](=O)[O-])c[nH]c2=O)CC1	-2	1	-0.3	3	3	0.2	4	-1	i
Cc1cc(NC(=O)c2ocnc2C)no1	-10	7	-1.3	-1	-9	-0.6	-6	-3	i
N#Cc1ccc(Cn2c(-c3ccc(F)cc3)noc2=O)cc1	2	2	-0.2	-5	-4	-0.1	0	1	i
COc1cc2c(cc1NC(=O)c1cccnc1)CCCC2	-2	-7	-0.6	5	1	2.2	-2	-1	i
O=C(CN1C2=NCCCN2c2ccccc21)c1cccs1	-14	1	-2.1	-1	-7	0.2	-5	-4	i
O=[N+]([O-])c1cc([N+](=O)[O-])c(Oc2ccc(Br)cc2Br)cc1NN1CCCCC1	-5	-2	0.4	-1	-13	-0.6	21	5	i
Cc1ccccc1/C=C1\Oc2ccccc2C1=O	-2	6	-0.9	-4	-5	2.5	1	-2	i
COc1cccc(C(=O)N2CCOCC2)c1	-1	5	-0.7	-1	2	0.5	-3	-1	i
COc1cc(/C=C/CO)cc(OC)c1OC/C=C(\C)CCC=C(C)C	-1	-1	0.5	2	12	0.0	14	1	i
N#CCCN(Cc1ccccc1)C(=S)NC(=O)c1ccccc1	-2	1	-0.6	3	-4	1.2	-2	2	i
O=C(CN1c2cccc3cccc(c23)S1(=O)=O)NC1CCCCC1	-2	7	0.2	1	-16	0.0	-4	-3	i
CC1=NOC(=O)/C1=C/c1ccc(O)c(Cl)c1	-7	-66	-0.2	1	-2	4.2	-3	2	i
O=C(CSc1n[nH]c(-c2ccccc2O)n1)NC1CCCCC1	-4	-11	0.3	1	-8	-0.4	-13	4	i
COc1ccc([C@H]2CC(=O)c3c(O)cc(O)cc3O2)cc1O	-1	10	1.7	-2	2	3.0	-4	1	i
Cc1ccc(/C=N/N2CCN(C3c4ccccc4-c4ccccc43)CC2)s1	-6	8	-0.1	-10	-9	0.1	19	3	i

One compound at a time, from the list above. Values in the order: MsrA act	PABP1 MLLE inh	Tb MetRS inh	CSN deneddyl inh	eLon inh	MsrA inh	FAS TE block	Rin1-Abl PPI inh	Neddyl block
O=[N+]([O-])c1cc([N+](=O)[O-])c(Oc2ccc(Br)cc2Br)cc1NN1CCCCC1 is listed with -5	-2	0.4	-1	-13	-0.6	21	5	i
C/C(CC(=O)Nc1c(C)cc(C)cc1C)=N\NC(=O)c1cnccn1 is listed with -1	6	-0.3	1	-5	1.2	-7	0	i

Further compounds.
SMILES	MsrA act	PABP1 MLLE inh	Tb MetRS inh	CSN deneddyl inh	eLon inh	MsrA inh	FAS TE block	Rin1-Abl PPI inh	Neddyl block
CC1=NN(C(=O)CSCc2ccccc2)C(O)(c2ccc(Cl)cc2)C1 (stereo not drawn)	-1	0	2.0	0	10	-0.8	15	1	i
COc1ccc(OC)c(-c2csc(N(CC3CCCO3)C(=O)Cc3ccccc3)n2)c1 (stereo not drawn)	-3	20	-0.5	2	4	1.2	28	0	i
CCOC(=O)N1CCN=C1SCc1ccc(Cl)c(Cl)c1	-11	1	-0.6	-10	-7	1.1	15	-4	i
CC(/C=N/NC(=O)CN1CCN(Cc2ccc(Cl)cc2)CC1)=C\c1ccco1	-9	5	-0.8	-9	-5	2.6	-2	1	i
O=C(COc1ccc(Cl)cc1[N+](=O)[O-])N/N=C/c1cccs1	-6	5	-1.0	-5	-3	-0.1	12	3	i
Oc1ccc(-c2c(-c3ccsc3)sc3ccccc23)cc1	-3	10	-0.5	-2	7	1.1	25	-2	i
CC(C)=CCN1CCN(Cc2cn(C(C)C)c3ccccc23)CC1CCO (stereo not drawn)	-2	-6	-0.5	-2	-5	0.1	-6	1	i
NC(=O)C1CCN(c2nc(-c3ccc(F)cc3)cs2)CC1	0	12	-0.2	0	-10	0.4	-4	1	i
CC(C)OC(=O)c1cccnc1SCc1cc(=O)n2ccccc2n1	-6	1	0.5	-3	0	1.4	-1	2	i
O=C(CCC(=O)N1CCOc2ccccc21)NCCc1ccccc1	-2	13	-0.2	-4	1	0.3	-2	-1	i
CC(OC(=O)c1ccc(-n2cnnn2)cc1)C(=O)N(C)c1ccccc1 (stereo not drawn)	-2	9	-0.3	0	-11	-0.3	-4	1	i
Nc1ccccc1-c1nnc(-c2ccccc2N)n1N	-2	-10	-0.7	14	-3	1.6	-1	4	i
Cc1cc2nc(CO)[nH]c2cc1C	-9	8	-0.9	1	15	0.6	-5	-1	i
CC(C)C(CO)NC(=O)CC(=O)NC(CO)C(C)C (stereo not drawn)	-1	-4	-0.1	6	-4	0.2	-3	2	i
C=CCOn1c(-n2nc(C)cc2C)nc2ccccc2c1=O	0	1	0.2	1	-8	1.2	-3	2	i
COC(=O)CNC(=O)C1CCCN1C(=O)CNC(=O)OCc1ccccc1 (stereo not drawn)	0	-17	-0.5	1	1	0.6	-4	2	i
COc1ccccc1N1CCN(c2nccc(C)n2)CC1	-2	-2	-0.5	3	-1	-0.8	-3	1	i
CCOC(CNC(=O)c1cccn2c(=O)c3c(C)c(C)sc3nc12)OCC	-2	9	-1.1	-2	0	1.5	12	0	i
CC(=O)c1sc(NC(=O)c2cccc(C)c2)nc1C	-4	3	0.0	9	-2	2.8	-5	-1	i
Cc1ccc(S(=O)(=O)N2CC(O)C[C@H]2C(=O)OCC(=O)Nc2ccc(N3CCOCC3)cc2)cc1C (stereo partly drawn)	-5	-20	-0.2	2	3	0.5	-5	1	i
Cc1cc(NC(=O)CSCC(=O)Nc2nc3c(C)cccc3s2)no1	-5	-21	-0.6	3	-20	1.5	-3	-1	i
COc1ccc(CC(NC(C)=O)C(=O)NC2CCN(c3nc(C)cc(C)c3C#N)CC2)c(OC)c1 (stereo not drawn)	-4	-1	-0.2	-1	-8	-0.2	-3	2	+
Cc1ccc(S(=O)(=O)Nc2cccc(-c3ccc4nnc(C)n4n3)c2)s1	20*	-23	-0.7	2	-4	-0.9	12	-6	i
Cc1cccc(NC(=O)c2cccc(OC(=S)N3CCOCC3)c2)c1C	-7	12	-0.4	4	6	-0.2	-7	0	i
CN(CC(=O)Nc1ccc(C#N)cc1)Cc1ccc(Cl)cc1Cl	-1	7	0.6	3	2	0.4	20	-3	i
Cc1cccc(-n2nc3c(c2NC(=O)C2CC2)CS(=O)(=O)C3)c1C	-3	-15	-0.7	2	6	-0.4	-3	5	i
CC(C)n1c(=S)[nH]c2ccccc2c1=O	-3	-21	-0.3	-2	3	-0.6	-4	-1	i
Cc1ccc(Cn2c(=O)c3ccccc3n3c(SCC(=O)N4CCCCC4C)nnc23)cc1 (stereo not drawn)	1	-68	0.0	3	13	0.9	43	4	i
CCCSC1=N/C(=C\c2ccc3c(c2)OCO3)C(=O)S1	-1	-21	-0.2	1	-3	0.2	4	2	i
COc1ccc(C(=O)Nc2c(Cl)cc(Cl)cc2C(=O)NCCN2CCOCC2)cc1	1	0	0.0	-6	-1	0.6	-4	-2	i
Cc1ccc(S(=O)(=O)N2CCOCC2)cc1NC(=O)COc1ccccc1Cc1ccccc1	3	-4	0.5	-2	-13	-0.6	29	1	i
O=C(Nn1cnnc1)C1CCCN1S(=O)(=O)c1ccc(F)cc1 (stereo not drawn)	0	4	0.0	0	-5	0.9	-10	-2	i
CCOc1ccccc1/C=C(/NC(=O)c1ccccc1)C(=O)N(CC)CC	-7	-6	-0.7	-2	6	2.3	-9	1	i
COc1ccc(CN(Cc2cccn2C)S(=O)(=O)c2ccc(F)cc2)cc1	-3	12	-0.5	6	-1	0.3	30	0	i
Cc1cc(C(F)(F)F)n(-c2ccc(N)cc2)n1	-10	8	-1.4	-2	2	-0.2	0	1	i
Cn1ncc(Cl)c1C(=O)N1CCN(S(=O)(=O)c2ccc(F)cc2)CC1	-1	-15	-0.4	-2	3	0.1	-5	-4	i
NC(=O)c1ccccc1NC(=O)CCCN1C(=O)CCC1=O	0	14	-0.2	-2	4	-0.4	-5	0	i
CCC(CC)c1nnc(NC(=O)CCNC(=O)c2ccccc2Cl)s1	-2	4	0.6	-6	11	-0.6	-1	-3	i
O=C1[C@H]2[C@@H](c3ccccc3)N[C@]3(CCCN(Cc4ccc(Cl)cc4)C3=O)[C@H]2C(=O)N1Cc1ccccc1	-1	-1	-1.2	8	1	-0.7	22	0	i
Cc1ccc(S(=O)(=O)N(C)C)cc1NC(=S)N(C)C1CCN(C)CC1	-2	-11	-0.1	1	-2	-0.3	-4	1	i
O=C(NCc1n[nH]c(=S)n1-c1cccc(Cl)c1)c1ccc(S(=O)(=O)N2CCCCC2)cc1	3	-25	-0.9	0	-1	-0.1	-1	1	i
CCOc1ccc(NC(=O)C2CCCN2C(=O)Oc2ccccc2)cc1 (stereo not drawn)	-2	-143	-0.2	-1	-2	-0.6	-4	4	i
COc1ccc(CC(=O)Nc2c(C(=O)N3CCN(c4ncccn4)CC3)oc3ccccc23)cc1OC	-2	-6	0.4	1	-2	0.0	-3	5	i
CC1=NN(C(=O)c2ccccc2Br)C(O)(c2cccnc2)C1 (stereo not drawn)	-2	9	0.1	-5	3	0.7	2	-3	i
Cc1c(C)n(C)c2ccc(C(=O)NCc3cccs3)cc12	-3	-21	-0.1	11	14	1.5	-4	0	i
CC(=O)c1cccc(NC(=O)CSc2nnnn2C2CCCC2)c1	-6	5	-0.5	2	-4	-1.1	-2	3	i
COC(=O)c1cc2c(cc1Cl)N1CCCCCC1=NS2(=O)=O	-3	-8	-0.7	22	4	2.1	-4	-1	i
Cn1c(=O)n(CC(N)=O)c2ccccc21	-2	2	-0.3	4	-2	0.4	-5	4	i
O=C(CCC(=O)N1CCN(S(=O)(=O)c2ccc(Cl)cc2)CC1)Nc1ccc2ccccc2c1	-1	-9	-0.2	-2	5	-1.4	26	3	i
COc1ccc(NC(=O)Nc2ccon2)c(OC)c1	-5	7	-0.6	-4	-5	2.3	-4	6	i

Source: PubChem
